rTrxR1 inhibitor – qHTS Assay for Inhibitors of Mammalian Selenoprotein Thioredoxin Reductase 1 (TrxR1): qHTS; actives 1% (n = 390,000); recombinant rTrxR1, NADPH fluorescence consumption, selenite substrate; Potency, µM (doses to about 114 µM), inactives show top-dose activity change, negative = inhibition, actives largely listed as inhibitors; note: potency is the fitted concentration of half-maximal effect; % is set by controls: 0 for no effect and ±100 for the full control effect; nearly all actives have a fitted effect of over 65% in size
Target sequence (O89049 whole entry, looked up): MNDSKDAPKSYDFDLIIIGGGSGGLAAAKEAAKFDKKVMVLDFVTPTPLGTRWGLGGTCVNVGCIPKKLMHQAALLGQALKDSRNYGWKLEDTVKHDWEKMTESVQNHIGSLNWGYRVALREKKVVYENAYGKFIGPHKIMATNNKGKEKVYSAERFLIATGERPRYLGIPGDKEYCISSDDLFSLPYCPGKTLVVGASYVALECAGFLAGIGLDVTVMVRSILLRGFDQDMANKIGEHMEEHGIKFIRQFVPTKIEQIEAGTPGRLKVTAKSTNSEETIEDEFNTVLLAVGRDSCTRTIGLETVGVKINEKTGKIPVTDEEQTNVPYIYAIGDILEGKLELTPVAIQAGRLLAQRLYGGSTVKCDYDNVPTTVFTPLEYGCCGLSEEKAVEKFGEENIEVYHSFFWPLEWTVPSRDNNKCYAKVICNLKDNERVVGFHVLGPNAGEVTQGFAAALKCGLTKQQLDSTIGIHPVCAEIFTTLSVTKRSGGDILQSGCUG
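Rat TrxR1 (90 nM in the dispensed reagent) was pre-reduced with 400 uM NADPH for 5 min at room temperature, then incubated with compound for 15 min. After 400 uM selenite was added, NADPH fluorescence (Ex 340/Em 450 nm) was followed for 8 min.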
Pin1 inh – qHTS Assay to Find Inhibitors of Pin1; Peptidyl-prolyl cis-trans isomerase NIMA-interacting 1 (Homo sapiens), Q13526; Pin1 FP peptide displacement, HiFluor488, 10 min; Potency, µM (doses to about 115 µM), for inactives: top-dose activity, negative = inhibition, usual class: inhibitors; actives 0.009% (n = 390,000); AID 504891, 2011; active = well fitted inhibition curve with a large enough effect in the polarisation, with a control signal flat, not every such curve was filed as active; inconclusive = small, poorly fitted or top-dose-only effect, or effect the other way, or a change in a side signal; inactive = no such curve, though single readings can be large or run the other way; the % refers to the polarisation; note: potency is the fitted concentration of half-maximal effect; % is set by controls: 0 for no effect and ±100 for the full control effect
Target sequence (Q13526 whole entry, looked up): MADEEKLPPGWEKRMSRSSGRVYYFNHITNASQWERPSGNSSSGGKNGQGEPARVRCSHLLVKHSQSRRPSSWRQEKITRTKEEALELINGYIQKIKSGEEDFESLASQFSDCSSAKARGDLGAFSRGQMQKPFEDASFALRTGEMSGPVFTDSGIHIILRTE
TrxR1 substrate – qHTS Assay for Substrates of Mammalian Selenoprotein Thioredoxin Reductase 1 (TrxR1): qHTS; Thioredoxin reductase 1, cytoplasmic (Rattus norvegicus), O89049; purified TrxR1 substrate turnover, NADPH consumption readout; Potency, µM (titrated, usually from 114 µM), for the others: top-dose activity change, negative = substrate turnover; actives 0.01% (n = 390,000); AID 588456, 2011; note: potency is the fitted concentration of half-maximal effect; % is set by controls: 0 for no effect and ±100 for the full control effect; nearly all actives have a fitted effect of over 50% in size
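Rat TrxR1, dispensed at 90 nM, was prereduced with 400 uM NADPH (final) for 5 min at ~22 deg C, then incubated with compound 15 min before 400 uM selenite. A first-read NADPH fluorescence drop versus no-compound background flagged substrates.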
TRHR ag – qHTS for Small Molecule Agonists and Allosteric Enhancers of Human TRH Receptor: Primary Screen for Agonists; Thyrotropin-releasing hormone receptor (Homo sapiens), P34981; TRHR cells, calcium flux fluo-8, FDSS agonist mode; activation, % at 2 µM; actives 0.18% (n = 360,000); in the data active = activation above about 30%; note: 0% is about no effect
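Steps: seed TRHR cells overnight; add fluo-8 no-wash Ca dye, RT 30 min–1.5 h; record 10 s baseline; pin-transfer compounds; monitor fluorescence 1 cycle/s for the agonist window. Calcium increases flag candidate agonists.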
TRHR enhancer – qHTS for Small Molecule Agonists and Allosteric Enhancers of Human TRH Receptor: Primary Screen for Enhancers. TRHR cells, fluo-8 calcium fluorescence, EC20 TRH enhancement. actives 0.66% (n = 360,000). enhancement, % at 2 µM; in the data active = enhancement above about 30%; note: 0% is about no effect
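Enhancer read-out: after compound pinning and an initial kinetic agonist-mode read, an EC20 of TRH (10 nM final) was injected and fluo-8 calcium signal (Ex 480/Em 530) followed at 1 s/cycle for 100 cycles in TRHR-expressing cells.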
USP1-UAF1 inh – Inhibitors of USP1/UAF1: Primary Screen; recombinant USP1/UAF1, Ub-Rhodamine cleavage fluorescence; Potency, µM (titrated, usually from 57.1 µM), without a hit: at the highest dose activity change, negative = inhibition, actives largely listed as inhibitors; actives 0.23% (n = 390,000); note: potency is the fitted concentration of half-maximal effect; % is set by controls: 0 for no effect and ±100 for the full control effect; nearly all actives have a fitted effect of over 60% in size; inactives centre near -12
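In this screen, compounds sit with the deubiquitinase complex (1nM) for 15 min at room temperature before Ub-Rho is added at 150nM final. Fluorescence rise is then followed for 6 reads every 60 seconds.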
mIDH1 inhibitor – qHTS for Inhibitors of mutant isocitrate dehydrogenase 1 (IDH1): qHTS; Isocitrate dehydrogenase [NADP] cytoplasmic (Homo sapiens), O75874; IDH1-R132H enzyme, NADPH consumption, diaphorase/resazurin fluorescence; actives 0.093% (n = 390,000); Potency, µM (top dose mostly 76.6 µM), inactives show top-dose activity change, negative = inhibition, actives largely listed as inhibitors; AID 602179, 2012; note: potency is the fitted concentration of half-maximal effect; % is set by controls: 0 for no effect and ±100 for the full control effect; nearly all actives have a fitted effect of over 65% in size
Target sequence (O75874 whole entry R132H, stated change not applied): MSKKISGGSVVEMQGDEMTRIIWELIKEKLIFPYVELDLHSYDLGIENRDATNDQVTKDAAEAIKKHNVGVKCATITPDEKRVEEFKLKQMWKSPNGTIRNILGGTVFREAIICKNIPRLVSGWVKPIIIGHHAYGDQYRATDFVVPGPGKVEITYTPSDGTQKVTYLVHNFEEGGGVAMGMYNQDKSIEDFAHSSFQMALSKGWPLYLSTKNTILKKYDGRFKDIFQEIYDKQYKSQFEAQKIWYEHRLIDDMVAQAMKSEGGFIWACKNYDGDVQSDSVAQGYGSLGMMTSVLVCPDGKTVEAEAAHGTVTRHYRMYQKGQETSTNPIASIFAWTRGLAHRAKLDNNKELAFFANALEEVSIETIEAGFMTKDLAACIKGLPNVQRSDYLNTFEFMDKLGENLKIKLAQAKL
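IDH1-R132H (0.5 ug/mL dispensed) in pH 7.5 Tris buffer was preincubated 30 min with compound, then given a substrate mix of 0.016 mM NADPH and 2 mM alpha-KG for 80 min at room temperature; remaining NADPH was read by diaphorase/resazurin fluorescence.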
D2 antag – HTS Assay for Allosteric Antagonists of the Human D2 Dopamine Receptor: Primary Screen for Antagonists; D(2) dopamine receptor (Homo sapiens), P14416; HEK293 TREx D2 cells, calcium flux, dopamine EC80; inhibition, % at 10 µM; actives 2% (n = 340,000); AID 485344, 2010; in the data active = inhibition above about 30%; note: 0% is about no effect
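Inhibition of EC80 dopamine-driven calcium flux, recorded kinetically, defines activity here; cells are a tetracycline-induced HEK293 T-REx line expressing force-coupled D2.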
D2 agonist – HTS Assay for Allosteric Agonists of the Human D2 Dopamine Receptor: Primary Screen for Agonists | D(2) dopamine receptor (Homo sapiens), P14416 | HEK293 T-REx D2 cells, calcium flux agonist mode | activation, % at 2 µM | actives 0.53% (n = 340,000);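 active = activation over 3 SD above normal in the single-dose calcium agonist read, cut at about 30% in these data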; note: 0% is about no effect
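Calcium-flux readout, 1 cycle/sec over 180 s following compound pin transfer, in inducible HEK293 Trex D2 cells (force-coupled); dopamine controls included. Positive calcium responses during this window marked compounds as potential agonists.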
The depositor's hits bear a star; u = inconclusive; x = no result given; & = joins results of further samples; [ ] = dose if it differs, or a comment. Unless noted, calls come from the whole dose curve; as a rule, active = well fitted inhibition curve with a large enough effect; inconclusive = small, poorly fitted or top-dose-only effect; inactive = no such curve, though single readings can be large or run the other way.

SMILES	rTrxR1 inhibitor	Pin1 inh	TrxR1 substrate	TRHR ag	TRHR enhancer	USP1-UAF1 inh	mIDH1 inhibitor	D2 antag	D2 agonist
CCCCN(C(=O)c1cc(S(=O)(=O)N2CCOCC2)ccc1Cl)c1c(N)n(CC(C)C)c(=O)[nH]c1=O	-9%	1%	-3%	-0.1	12	-8%	3%	10	0.0
CN(C)/C=C1\C=C(c2ccccc2)OC1=O	28µM*	0%	2%[57.1 µM]	x	x	-9%	8%	x	x
CCNC(=O)COC(=O)COc1ccc(Cl)cc1C	-2%	-2%	-9%	-0.1	6	-6%	0%	-3	0.6
CCCn1c(C)cc(/C=C(\C#N)C(=O)OCC(=O)NC(=O)NCC)c1C	11%[57.1 µM]	-2%	10%	-0.6	3	-6%	0%	-10	-0.2
CCOC(=O)c1sc(N2C(=O)c3oc4ccc(C)cc4c(=O)c3C2c2ccccc2F)nc1C (configuration not stated)	10%	0%	1%	0.7	1	-7%	-12%	x	0.2
CC(=O)c1ccc(NC(=S)NN2C(C)CCCC2C)cc1 (configuration not stated)	14%[57.1 µM]	10%	3%[57.1 µM]	0.1	2	-24%	16%	3	1.3
Cc1ccc(C(C[N+](=O)[O-])c2c(N)n(C)c(=O)n(C)c2=O)cc1 (configuration not stated)	u	2%	0%	0.8	10	0%	1%	-14	1.1
CC(=O)c1ccc(NC(=O)CN2CCCCCC2)cc1	7%	2%	2%	0.3	15	-16%	-8%	-2	-0.4
CCN(CC)CCNC(C(=O)Nc1cccc(C(C)=O)c1)c1ccccc1 (configuration not stated)	5%[57.1 µM]	4%	5%[57.1 µM]	2.0	-4	-8%	7%	0	0.0
Cc1ccc(S(=O)(=O)NC(=NC(Cc2ccccc2)C(=O)O)c2ccccc2)cc1 (configuration not stated)	27%[57.1 µM]	-2%	-16%[57.1 µM]	-0.1	-2	-16%	8%	x	x
COc1ccc2nc(NC3=NC(C(=O)Nc4ccc(C)cc4)CC(=O)N3)nc(C)c2c1 (configuration not stated)	x	x	x	-1.4	5	x	x	29	-2.0
COc1ccc(OC)c(S(=O)(=O)Nc2cccc3c(O)cccc23)c1	16%	-14%	1%	x	x	-29%	0%	x	x
COc1ccc(C2(CNS(=O)(=O)c3ccccc3)CCOCC2)cc1	16%	3%	1%	-0.3	-1	-22%	-10%	5	0.9
COc1cccc(C(=O)NCC(c2ccc(N(C)C)cc2)N2CCc3ccccc32)c1OC (configuration not stated)	-2%[57.1 µM]	69%[activator]	-1%[57.1 µM]	-0.5	6	-25%	-10%	x	-2.8
CC(C)NC(=O)C1CCCN(S(C)(=O)=O)C1 (configuration not stated)	32%	-8%	6%	-0.4	1	-12%	-4%	-7	0.7
O=C(CSc1oc(-c2ccc(F)cc2)nc1S(=O)(=O)c1ccc(F)cc1)NCC1CCCO1 (configuration not stated)	-1%[57.1 µM]	-6%	5%[57.1 µM]	0.1	-6	-6%	-2%	0	0.1
COc1ccc(CCNC(=O)c2c(C)nc3ccccn23)cc1	17%[57.1 µM]	2%	3%[57.1 µM]	-0.4	1	-13%	5%	6	-0.5
O=C(CSc1cn(CC(=O)N2CCCC2)c2ccccc12)NCC1CCCO1 (configuration not stated)	15%[57.1 µM]	3%	4%[57.1 µM]	-0.1	4	-2%	-1%	7	-0.6
Cc1csc2c(SCC(=O)NNC(=O)C(Cl)Cl)ncnc12	9%	-3%	4%	3.9	1	-19%	1%	x	x
CCOn1c(=O)c(-c2cc3ccccc3o2)[n+]([O-])c2ccccc21	-17%	-3%	2%	2.7	-6	4%	1%	5	0.0

A stretch of the results above:
SMILES	rTrxR1 inhibitor	Pin1 inh	TrxR1 substrate	TRHR ag	TRHR enhancer	USP1-UAF1 inh	mIDH1 inhibitor	D2 antag	D2 agonist
CC(C)NC(=O)C1CCCN(S(C)(=O)=O)C1 (configuration not stated)	32%	-8%	6%	-0.4	1	-12%	-4%	-7	0.7
O=C(CSc1oc(-c2ccc(F)cc2)nc1S(=O)(=O)c1ccc(F)cc1)NCC1CCCO1 (configuration not stated)	-1%[57.1 µM]	-6%	5%[57.1 µM]	0.1	-6	-6%	-2%	0	0.1

Next results follow:
SMILES	rTrxR1 inhibitor	Pin1 inh	TrxR1 substrate	TRHR ag	TRHR enhancer	USP1-UAF1 inh	mIDH1 inhibitor	D2 antag	D2 agonist
O/N=C1/CC/C(=N\O)c2nn(-c3ccccc3)nc21	12%	7%	7%[57.1 µM]	-0.3	-2	-22%	-1%	10	0.1
CCC1CN(C(=O)NCc2ccc(F)cc2)c2cc(C)ccc2O1 (configuration not stated)	21%&12%	2%&5%	5%&-3%	0.3&1.2	-4&-7	-15%&-18%	4%&-6%	-7	-2.2&-0.1
O=C(CSc1ncnc2c1nnn2Cc1ccccc1F)N1CCN(c2ccccc2)CC1	-8%	u	-7%	0.2	1	-13%	3%	-15	0.1
Cc1cccc(N2CCN(C(=O)C3CCC(CNS(=O)(=O)c4ccc(Br)s4)CC3)CC2)c1C (configuration not stated)	-5%	10%	-9%	0.4	3	0%	-9%	x	-0.8
CCn1c(SCc2cccc(C(=O)O)c2)nnc1-c1ccc(Cl)cc1	19%	-12%	5%	0.2	-3	-23%	0%	-13	-1.0
Cc1ccc(S(=O)(=O)c2nc(C(C)(C)C)oc2N2CCOCC2)cc1	0.56µM*	u	11%[57.1 µM]	-0.3	-2	-14%	0%	20	0.7
Cc1ccccc1CNC(=O)Cn1c(=O)c2cccn2c2cccnc21	1%	16%	2%	-0.1	-6	9%	0%	x	0.9
COc1ccc(-c2nc(SC(CC(=O)NCCN3CCOCC3)c3cccs3)n[nH]2)cc1 (configuration not stated)	21%[57.1 µM]	-5%	12%[57.1 µM]	-0.3	10	-11%	1%	-10	-0.5
CC(C)CC(=O)Nc1ccc(S(=O)(=O)NCc2ccco2)cc1	-4%	0%	7%	-0.3	2	-17%	0%	6	0.7
CCOc1ccc(NC(=O)CN(C)C(=O)C(C)N2C(=O)c3ccccc3C2=O)cc1OCC (configuration not stated)	12%	4%	-4%	-0.7	-2	-3%	-6%	x	x
O=C(Nc1nccs1)c1c(O)c2c([nH]c1=O)CCCC2	10%	-9%	5%	0.2	0	-7%	9%	2	-0.6
O=C(c1ccc2c(Cl)c3c(nc2c1)CCCC3)N1CCN(c2cccc(Cl)c2)CC1	19%	18%	8%	-0.5	33*	-21%	15%	x	-2.0
O=C(CSc1nc(Cc2ccccc2)nc2ccccc12)c1ccc2c(c1)OCCO2	25%[57.1 µM]	18%	-2%[57.1 µM]	-1.0	7	-13%	4%	2	-0.1
COc1ccc(-n2nnnc2SCC(=O)c2ccc3c(c2)OCCO3)c(OC)c1	1%	6%	-7%	1.8	2	-14%	4%	-17	1.6
COc1ccc(CNC(=O)COC(=O)c2ccc(S(=O)(=O)NCc3ccco3)cc2)cc1	-2%	12%	5%	x	x	-19%	-7%	x	x
COC(=O)C1C(c2ccc(OC)cc2)Nc2nnc(C(F)(F)F)n2C1(C)O (configuration not stated)	9%[57.1 µM]	-1%	7%[57.1 µM]	0.3	6	-18%	2%	-4	0.9
Cc1cc(O)c(C)c(O)c1/C=N/NC(=O)c1cccnc1	3%	-6%	-2%	0.0	10	-14%	19%	-6	2.1
COc1ccccc1NC(=O)c1cc(N2C(=O)C3C4CCC(C4)C3C2=O)ccc1Cl (configuration not stated)	18%[57.1 µM]	-3%	4%[57.1 µM]	-0.4	-2	-19%	-5%	4	-1.5
CN(CCc1ccccc1)C(=O)c1cccc(NC(=O)Cc2cccc(NC(=O)C3CCCN(C(=O)C4CCCC4)C3)c2)c1 (configuration not stated)	2%	5%	-4%	x	x	-23%	-9%	x	x
COc1ccc(CCNC(=O)c2ccccc2C(=O)NCCc2ccc(OC)cc2)cc1	51%[activator]	-1%	12%	x	x	-7%	-6%	x	x
Cc1cc(S(=O)(=O)N2CCCC(C(=O)Nc3ccc(C(=O)O)cc3)C2)ccc1Cl (configuration not stated)	21%[57.1 µM]	0%	4%[57.1 µM]	-0.4	6	-20%	9%	-3	0.4
COc1cccc(C(=O)NCCN2CCN(c3ccc(Cl)cc3)CC2)c1	8%[57.1 µM]	3%	2%[57.1 µM]	-0.9	-1	15%	-7%	x	x
COC(=O)Nc1ccc(S(=O)(=O)N2CCCC(C(=O)NC3CCCCC3)C2)cc1 (configuration not stated)	19%[57.1 µM]	1%	5%[57.1 µM]	-0.4	4	-5%	-10%	17	-0.3
O=C(c1cc2nc(-c3ccco3)cc(C(F)(F)F)n2n1)N1CCc2ccccc2C1	-11%	0%	10%	-0.8	4	-3%	7%	x	x
CC1CC1C(=O)Nc1ccc(S(=O)(=O)N2CCCCC2)cc1 (configuration not stated)	4%	-3%	3%	-0.9	22	0%	3%	x	x
CCOC(=O)c1ccc(NC(=O)CC2SC(=NC)N(C)C2=O)cc1 (configuration not stated)	8%	3%	1%	-0.2	1	-6%	0%	4	0.4
O=C(COC(=O)C1COc2ccccc2O1)NC(=O)NC1CCCC1 (configuration not stated)	25%	7%	10%	-0.9	-2	-11%	1%	2	-2.0

The list is partial (hit frequency here may not be typical).
